PAFAH1B2 inh = PAFAH1B2 enzyme inhibitors, primary screen, biochemical, fluorescence polarization, human; AID 492953, 2010; inhibition, % at 3.39 µM; Platelet-activating factor acetylhydrolase IB subunit alpha2 (Homo sapiens), P68402; 1.2% of 340,000 active; recombinant PAFAH1B2, FP-rhodamine activity probe;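 active = inhibition above the mean of all tested compounds plus 3 SD, cut at about 24% in these data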;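 note: 0% = enzyme with DMSO and 100% = wells lacking PAFAH1B2; many of its hits are not listed in these tables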
Target sequence (P68402 whole entry, looked up): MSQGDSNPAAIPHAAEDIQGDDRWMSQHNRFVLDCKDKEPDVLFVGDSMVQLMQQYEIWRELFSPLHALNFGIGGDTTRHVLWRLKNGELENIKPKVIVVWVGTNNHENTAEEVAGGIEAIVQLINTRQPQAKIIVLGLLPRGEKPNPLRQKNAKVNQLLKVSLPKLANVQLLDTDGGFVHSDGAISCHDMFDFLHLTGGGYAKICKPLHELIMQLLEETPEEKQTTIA
PAD4 FP inh = human PAD4 inhibitors, primary screen, biochemical, fluorescence polarization, 1536-well format; inhibition, % at 6.36 µM; AID 485272, 2010; recombinant PAD4, RCA probe fluorescence polarization; 0.41% of 330,000 active; Protein-arginine deiminase type-4 (Homo sapiens), Q9UM07;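 active = percent inhibition above a cutoff equal to the mean of all tested compounds plus 3 SD, cut at about 15% in these data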;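 note: 0% = PAD4 with RCA probe and DMSO and 100% = probe without PAD4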
LYPLA1 inh = LYPLA1 inhibitors, primary screen, counter-screen for PME1 inhibitor project, biochemical, fluorescence polarization, FP-Rh probe ABPP | inhibition, % at 5.9 µM | 0.16% of 320,000 active | recombinant LYPLA1 | Acyl-protein thioesterase 1 (Homo sapiens), O75608;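 active = inhibition above the mean of all tested compounds plus 3 SD, set per campaign, cut at about 14% in these data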;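 note: inhibitors block serine hydrolase probe labeling of LYPLA1 so polarization falls; 0% = enzyme with DMSO and 100% = wells lacking LYPLA1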
Target sequence (O75608 whole entry, looked up): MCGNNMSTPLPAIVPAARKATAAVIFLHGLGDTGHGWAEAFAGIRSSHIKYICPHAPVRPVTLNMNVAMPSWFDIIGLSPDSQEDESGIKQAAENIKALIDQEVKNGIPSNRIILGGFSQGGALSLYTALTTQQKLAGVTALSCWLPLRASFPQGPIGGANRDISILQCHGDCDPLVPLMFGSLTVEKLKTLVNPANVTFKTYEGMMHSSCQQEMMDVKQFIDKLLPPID
GSTO1 counter = inhibitors of recombinant GSTO1, primary screen, counter-screen for RBBP9 inhibitor project, biochemical, fluorescence polarization; Glutathione S-transferase omega-1 (Homo sapiens), P78417; activity-based probe fluorescence polarization; inhibition, % at 5.96 µM; 1.1% of 300,000 active; AID 1974, 2009;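 active = inhibition above the campaign mean inhibition plus 3 SD, cut at about 35% in these data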;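 note: 0% = GSTO1-1 with DMSO and 100% = wells lacking GSTO1-1 enzyme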
Target sequence (P78417 whole entry, looked up): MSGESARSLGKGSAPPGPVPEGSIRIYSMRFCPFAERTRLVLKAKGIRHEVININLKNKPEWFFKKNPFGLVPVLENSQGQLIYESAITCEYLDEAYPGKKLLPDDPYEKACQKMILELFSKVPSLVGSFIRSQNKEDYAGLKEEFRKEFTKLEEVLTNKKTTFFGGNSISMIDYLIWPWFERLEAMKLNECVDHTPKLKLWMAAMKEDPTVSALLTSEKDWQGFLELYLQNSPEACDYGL
PAFAH1B3 inh = PAFAH1B3 enzyme inhibitors, primary screen, biochemical, fluorescence polarization, human. recombinant PAFAH1B3, FP-rhodamine probe. 0.28% of 340,000 active. AID 492972, 2010. inhibition, % at 3.39 µM;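 active = inhibition above the screen-wide average of all tested compounds plus 3 SD, cut at about 25% in these data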;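 note: 0% = enzyme with DMSO only and 100% = wells lacking PAFAH1B3 protein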
Target sequence (Q15102 whole entry, looked up): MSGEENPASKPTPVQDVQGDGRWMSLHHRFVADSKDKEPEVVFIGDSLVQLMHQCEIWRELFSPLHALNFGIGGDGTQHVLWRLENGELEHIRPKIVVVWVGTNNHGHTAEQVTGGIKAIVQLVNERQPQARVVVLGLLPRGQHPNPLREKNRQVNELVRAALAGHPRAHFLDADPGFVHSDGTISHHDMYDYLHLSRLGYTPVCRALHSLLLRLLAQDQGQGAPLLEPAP
Fam108B inh = mouse Fam108B serine hydrolase inhibitors, primary screen, counter-screen for RBBP9 inhibitor project, biochemical, fluorescence polarization; recombinant Fam108B, FP-Rh probe fluorescence polarization; 0.33% of 300,000 active; inhibition, % at 9.51 µM;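 active = inhibition above the screen mean inhibition plus 3 SD, computed separately per campaign, cut at about 18% in these data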;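 note: inhibitors lower polarization as less probe binds the enzyme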
PAFAH2 FP inh = PAFAH2 enzyme inhibitors, primary screen, biochemical, fluorescence polarization, human | recombinant PAFAH2, FP-rhodamine activity probe | Platelet-activating factor acetylhydrolase 2, cytoplasmic (Homo sapiens), Q99487 | 0.99% of 340,000 active | inhibition, % at 3.39 µM;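 active = inhibition above the mean over all tested compounds plus 3 SD, cut at about 30% in these data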;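 note: inhibitors block probe labeling of enzyme so polarization drops; 0% = enzyme with DMSO and 100% = wells lacking PAFAH2 protein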
pPAFAH inh = pPAFAH enzyme inhibitors, primary screen, biochemical, fluorescence polarization, human | recombinant pPAFAH, FP-rhodamine probe fluorescence polarization | inhibition, % at 3.39 µM | 1.5% of 330,000 active | AID 463082, 2010;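 active = inhibition above the mean inhibition across the screen plus 3 SD, cut at about 25% in these data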;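 note: inhibitors block binding of the rhodamine activity-based probe so polarization drops; 0% = enzyme with DMSO and 100% = wells lacking pPAFAH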
PME-1 primary = PME-1 inhibitors via competitive probe labeling, primary screen, biochemical, fluorescence polarization, FP-Rh probe, HTS | Protein phosphatase methylesterase 1 (Homo sapiens), Q9Y570 | recombinant PME-1 | inhibition, % at 5.9 µM | 0.53% of 320,000 active;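 active = inhibition above the campaign mean of all compounds plus 3 SD, cut at about 26% in these data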;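 note: competitive labeling of PME-1 active site by serine hydrolase directed probe; 0% = PME-1 with DMSO and 100% = wells lacking PME-1 enzyme; inhibitors block probe labeling so polarization falls and inhibition rises; many of its hits are not listed in these tables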
Numbers without * were called inactive; . = not tested or not shown; & = joins results of further samples. Only part of the results is shown (hit frequency here may not be typical).

SMILES	PAFAH1B2 inh	PAD4 FP inh	LYPLA1 inh	GSTO1 counter	PAFAH1B3 inh	Fam108B inh	PAFAH2 FP inh	pPAFAH inh	PME-1 primary
COc1ccc(OCCOC(=O)CCS(=O)(=O)c2ccc(C)cc2)cc1	2	4	-2	29	7	3	0	7	-2
CCOC(=O)N/N=C/c1cccc(Cl)c1Cl	2	0	-2	-1	10	0	-2	6	-3
Cc1nnsc1C(=O)Nc1cccc(Cl)c1	4	-1	6	4	2	2	4	11	-5
Brc1ccc(-c2nnc(-c3ccccc3)o2)o1	7	4	1	-6	11	1	5	3	-3
COc1ccccc1C(c1nnnn1CCc1ccccc1)N1CCCCCC1 (centres undefined)	-9	1	2	0	-1	0	-1	6	5
COc1ccc(CCNC(=O)c2sc(=S)n(C)c2N)cc1	2	-3	0	10	13	1	2	6	1
CC(=O)Nc1cc(C(=O)N(C)Cc2ccco2)ccc1Sc1ccc(Cl)cc1	0	3	-2	3	0	2	1	2	-7
Cc1ccc(S(=O)(=O)n2ccc3c(OCCOCCSCC(NC(=O)OC(C)(C)C)C(=O)O)cccc32)cc1 (centres undefined)	81*	5	-14	-3	2	-10	1	15	-2
O=c1c(-c2ccccc2)n[nH]c2ccccc12	1	1	-1	5	3	1	3	-1	1
CC(Nc1ccc(F)cc1F)C(=O)NC(=O)NC1CCCCC1 (centres undefined)	8	2	-2	18	13	-2	-1	0	-1
CCN1C(=O)[C@@H]2[C@@H](c3ccc(-c4ccc5c(c4)OCO5)c(OC)c3)N3CCCC[C@@]3(C(=O)OC)[C@@H]2C1=O	-1	1	-3	-2	5	0	3	2	1
Cc1cc(C)nc(NC(=NCCc2c[nH]c3ccccc23)NC(=O)Nc2ccc(Cl)cc2)n1	-8	0	-19	-7	-8	-15	-34	-3	-16
C/C(=N\NC(=S)NCCc1ccccc1)c1cccc(Br)c1	1	-5	-9	5	1	-10	-8	5	-10
CC(=O)c1ccc(NC(=O)CN2CCC(C(=O)c3ccc4c(c3)OCCO4)CC2)cc1	1	-2	-2	-3	2	0	-1	4	-2
COc1ccccc1NS(=O)(=O)c1cccc(C(=O)N/N=C/c2cn(-c3ccccc3)nc2-c2ccccc2)c1	-19	-2	-43	-51	-14	-26	-98	-17	-51
CCc1ccc(N(CC(=O)Nc2nc3ccc(C)cc3s2)S(=O)(=O)c2c(C)noc2C)cc1	-29	-1	-32	-10	-41	-37	-33	-22	-59
O=C(NC(=O)N1CCCc2ccccc21)c1ccccc1	3	-7	0	8	3	4	1	5	0
O=C(NCc1cccnc1)c1c(F)c(F)c(F)c(F)c1F	-2	-3	-5	-2	7	-2	-6	-1	5
N#Cc1ccc(C23CC4(C2)[C@H](CN(Cc2ccc(-c5ccccc5)cc2)[C@@H]4c2ccccc2)C3c2ccccc2)cc1 (some centres undefined)	-8	-4	3	-5	3	-2	-7	2	-1
Cc1ccc(C)c(OCCCCN2CCCCC2)c1	6	-3	-6	2	14	2	-3	1	-1

Whole records, quoted from the list. Screens in order: PAFAH1B2 inh	PAD4 FP inh	LYPLA1 inh	GSTO1 counter	PAFAH1B3 inh	Fam108B inh	PAFAH2 FP inh	pPAFAH inh	PME-1 primary
Entry for CCc1ccc(N(CC(=O)Nc2nc3ccc(C)cc3s2)S(=O)(=O)c2c(C)noc2C)cc1 : -29	-1	-32	-10	-41	-37	-33	-22	-59
Entry for CCN1C(=O)[C@@H]2[C@@H](c3ccc(-c4ccc5c(c4)OCO5)c(OC)c3)N3CCCC[C@@]3(C(=O)OC)[C@@H]2C1=O : -1	1	-3	-2	5	0	3	2	1

The main list resumes, repeating the 6 entries before the break.
SMILES	PAFAH1B2 inh	PAD4 FP inh	LYPLA1 inh	GSTO1 counter	PAFAH1B3 inh	Fam108B inh	PAFAH2 FP inh	pPAFAH inh	PME-1 primary
COc1ccccc1NS(=O)(=O)c1cccc(C(=O)N/N=C/c2cn(-c3ccccc3)nc2-c2ccccc2)c1	-19	-2	-43	-51	-14	-26	-98	-17	-51
CCc1ccc(N(CC(=O)Nc2nc3ccc(C)cc3s2)S(=O)(=O)c2c(C)noc2C)cc1	-29	-1	-32	-10	-41	-37	-33	-22	-59
O=C(NC(=O)N1CCCc2ccccc21)c1ccccc1	3	-7	0	8	3	4	1	5	0
O=C(NCc1cccnc1)c1c(F)c(F)c(F)c(F)c1F	-2	-3	-5	-2	7	-2	-6	-1	5
N#Cc1ccc(C23CC4(C2)[C@H](CN(Cc2ccc(-c5ccccc5)cc2)[C@@H]4c2ccccc2)C3c2ccccc2)cc1 (some centres undefined)	-8	-4	3	-5	3	-2	-7	2	-1
Cc1ccc(C)c(OCCCCN2CCCCC2)c1	6	-3	-6	2	14	2	-3	1	-1
CS(=O)(=O)NN1C(=O)c2ccccc2NC1c1cc2ccccc2nc1Cl (centres undefined)	1	-1	0	0	-1	0	1	1	-2
Cc1nn(CCC(=O)NNC(=S)Nc2ccc(F)cc2)c(C)c1[N+](=O)[O-]	1	-2	2	-1	7	2	-10	8	4
CCOCCCNCc1cccc(OC)c1	5	-4	1	-3	7	1	-4	7	-1
CCC1(C)OCC(Cn2c3ccccc3c3ccccc32)O1 (centres undefined)	.	1	-2	-2	.	-4	.	0	5
CC(=O)Nc1ccc(Cc2ccncc2)cc1	-4	-4	-2	-1	13	1	-10	2	0
CC1=C(C(N)=O)C(c2ccc(F)cc2)n2nc(CCCO)nc2N1 (centres undefined)	2	-3	-4	9	9	0	-2	-3	-1
Cc1[nH]nc(N=CC2=C(O)CC(C)(C)CC2=O)c1-c1ccccc1	8&8	-3	-1	1	9&0	0	6&-3	2	7
COC(C[C@H]1O[C@@H]1[C@H](O)COCc1ccccc1)OC	3	-7	0	.	7	.	0	1	-5
CCC1=NN(C(=O)C(=O)Nc2ccccc2OC)C(O)(C(F)(F)F)C1 (centres undefined)	4	-4	-1	4	1	0	-2	0	2
O=S(=O)(c1ccc(F)cc1)N1CCCNCC1	0	1	-1	1	7	-4	-1	2	-3
CC(CC(=O)N(C)C1CCCCC1)S(=O)(=O)c1ccc2c(c1)NC(=O)CO2 (centres undefined)	2	0	5	-1	2	-1	6	-4	3
COc1ccc(/C=C2/SC(=S)N(CCCC(=O)Nc3ccc(O)cc3)C2=O)cc1OC	2	-16	-7	10	-3	0	2	1	-2
Cn1c(=O)c2c(nc(SCC(=O)NCc3ccc4c(c3)OCO4)n2Cc2ccccc2)n(C)c1=O	-3	-4	1	0	4	-6	0	-5	0
CC1=C(C(=O)OCC2CCCO2)C(c2ccccc2)NC(=O)N1 (centres undefined)	4	1	-4	-4	-5	-6	8	0	3
CCOc1ccc2nc(SCC(=O)Nc3cccc(S(=O)(=O)NC4=NCCCCC4)c3)[nH]c2c1	-4	-6	-3	12	0	5	-1	9	8
COc1ccccc1C(=O)Nc1nnc(SCC(=O)NCC2CCCO2)s1 (centres undefined)	-1	6	-2	-3	6	-5	-3	0	7
CC(C)CCN1CCNC(=O)C1CC(=O)Nc1ccc(F)cc1 (centres undefined)	0	-4	2	2	-4	2	2	2	0
COc1ccccc1NC(=O)COc1ccc(Br)cc1CNC1CCCC1	-1	-2	5	8	12	2	7	2	-1
Cc1ccccc1NS(=O)(=O)c1ccc(C(=O)NCC(c2ccco2)N2CCCCC2)cc1 (centres undefined)	6	-5	-1	-6	-1	0	-1	34*	-2
Cc1ccc(/C=C/C(=O)OCC(=O)NC(=O)NCc2ccccc2)cc1	2	-6	-3	.	0	.	-1	0	3
CCCNC(=O)c1cc(-c2ccco2)on1	0	-5	-3	-4	10	5	-4	1	-2
CC(=O)N1c2ccc(S(=O)(=O)NCC3CCC(C(=O)N4CCC(C)CC4)CC3)cc2CC1C (centres undefined)	4	-3	4	5	8	6	5	9	-1
C=CCN1C=C2C(=O)C(C)(OC(=O)c3cnc4ccccc4n3)C(=O)C=C2C=C1/C=C/COC (centres undefined)	2	-6	5	23	2	8	10	10	7
CCN(C(=O)c1ccc2c(c1)OCO2)C12CC3CC(CC(C3)C1)C2	11	2	.	.	5	.	40*	7	.
COc1ccc(C2=NN(C(C#N)c3ccc(OC)c(OC)c3)C(c3ccccc3)C2)cc1 (centres undefined)	2	-1	-7	5	4	-4	-2	-7	-2
CCCCCn1c(SCC(=O)CC(=O)OCC)nc2cc(C(=O)N3CCC(C(N)=O)CC3)ccc2c1=O	4	1	-1	-27	3	1	3	10	-2
CCCCOc1ccc(CNC(=O)NS(=O)(=O)c2ccc(OCC)cc2)cc1	10	-1	-3	-5	-1	-2	-8	4	-2
O=C(Nc1cc2c3c(c1)CC(=O)N3CCC2)C1CCCCC1	0	0	0	3	2	1	6	5	0
CC(=O)OCCOCn1cnn2c(=O)c(Br)c(C)nc12	5	0	3	4	3	-2	4	3	0
CSc1ccccc1C(=O)N1CCc2ccccc2C1	-2	-1	-4	-5	1	0	7	0	6
CCOC(=O)C1CCN(C(=O)Cn2cnc3sc(C)c(S(=O)(=O)N4CCCCC4)c3c2=O)CC1	3	-1	-1	12	4	4	10	0	3
O=C(NCCC1=CCCCC1)c1cccc2c1C(=O)N(C1CCCCC1)C2	0	-1	-2	1	-5	-3	1	-3	3
CCCCc1cc(=O)oc2c(C)c(OCC(=O)NCC3CCC(C(=O)O)CC3)ccc12 (centres undefined)	4	0	0	-2	7	3	3	2	1
CCOC(=O)CSc1nc2sc3c(c2c(=O)n1C1CCCCC1)CCN(C)C3	5	6	0	0	0	-3	3	5	-2
Cc1ccc(/C=N/NC(=O)c2ccc3ccccc3c2)s1	-3	-2	-7	-8	-1	5	-14	7	-12
CCN(CC)CCCNc1nc2ccccc2[nH]1	3	4	1	9	3	-1	-4	-2	-1
CCOC(=O)c1[nH]c2ccccc2c1NC(=O)C1CCCC1	2	3	-1	1	2	-2	3	2	7

High-throughput results deposited in PubChem BioAssay by The Scripps Research Institute Molecular Screening Center.
